# Screening data deposited in PubChem by National Center for Advancing Translational Sciences (NCATS).
# GLP1R ag – agonists of human GLP-1 receptor. hit rate 0.007% among 380,000. Potency, µM (top dose mostly 45.6 µM), for inactives: at the top dose activation, actives largely listed as activators. AID 624172. HEK293 GLP-1R CRE-luciferase, luminescence, 4-6 h; cells express a hypersensitive GLP-1R form. P43220; further: potency means the concentration at half of the fitted maximal effect; % of control where 0% means no effect
# D3 ag – D3 dopamine receptor (human) agonism | hit rate 0.58% among 410,000 | P35462 | max activation, % | AID 652048 | D3R DiscoveRx beta-arrestin cells, luminescence, 90 min; in the data active means max activation above about 30%; further: 0% is about no effect; mostly tested at two doses, the higher about 12 µM
# Target sequence (P35462 whole entry, looked up): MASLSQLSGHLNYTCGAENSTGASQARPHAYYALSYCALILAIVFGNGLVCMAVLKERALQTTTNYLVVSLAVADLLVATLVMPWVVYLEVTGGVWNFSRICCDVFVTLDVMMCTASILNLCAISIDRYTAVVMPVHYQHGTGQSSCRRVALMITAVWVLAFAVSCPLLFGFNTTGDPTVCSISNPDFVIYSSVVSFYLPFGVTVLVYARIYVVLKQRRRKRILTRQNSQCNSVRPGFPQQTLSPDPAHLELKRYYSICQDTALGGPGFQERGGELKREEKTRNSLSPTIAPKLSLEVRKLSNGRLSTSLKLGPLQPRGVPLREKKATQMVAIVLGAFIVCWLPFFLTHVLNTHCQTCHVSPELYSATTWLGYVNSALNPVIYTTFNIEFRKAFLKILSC
#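 Agonist-mode cell screen: cells plated at 1500/well and incubated overnight at 37 °C, then exposed to library compounds for 90 min at 37 °C. Detection reagent was added for 30–60 min at room temperature, and luminescence was read.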
# HEK293 tox – cytotoxic in the GLP-1 receptor inverse agonist counter-screen; HEK293 cAMP-luciferase reporter cells, luminescence, 24 h; Potency, µM (highest dose often 38.3 µM), without a hit: at the highest dose activity change, negative = inhibition, most hits filed as inhibitors; hit rate 0.13% among 410,000;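 further: loss of luciferase light is scored as toxicity; potency means the concentration at half of the fitted maximal effect; on the % scale 0 is the no-effect control and ±100 the full control effect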
#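 Compound-treated cells are incubated 24 hr at 37 deg C under 5% CO2 after a 12 hour attachment period, then luciferase detection reagent is added and luminescence is measured following 12 min at room temperature; lowered signal indicates toxicity.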
# GLP-1R inv ag – acts as inverse agonist at human GLP-1 receptor; P43220; HEK293 GLP-1R CRE-luciferase, luminescence, 24 h; GLP-1R form is constitutively active; Potency, µM (titrated, usually from 38.3 µM), inactives show top-dose activity change, negative = inhibition, actives largely listed as inhibitors; hit rate 1.6% among 410,000; further: potency means the concentration at half of the fitted maximal effect; on the % scale 0 is the no-effect control and ±100 the full control effect; nearly all actives have a fitted effect of over 55% in size
#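 Seeding at 200 cells/uL, 12 h culture, 24 hr compound treatment, then luciferase reagent and a luminescence read; cells are HEK293 stably expressing a constitutively active GLP-1R plus cAMP-responsive luciferase.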
# TDP43 rescue – inhibitors of TDP-43 toxicity in yeast; Potency, µM (top dose mostly 46.1 µM), inactives show at the highest dose growth rescue (activation), actives largely listed as activators; hit rate 1.8% among 410,000; TDP-43 expressing yeast growth rescue, BacTiter-Glo, 24 h; further: potency means the concentration at half of the fitted maximal effect; % of control where 0% means no effect; nearly all actives have a fitted effect of over 50% in size
#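 In this qHTS, compounds that restore growth of yeast expressing TDP-43 appear as activators. Cells (OD600=0.02, galactose medium, raffinose-pregrown) are incubated with compound 24 hr at 30 deg C and growth is quantified by BacTiter-Glo.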
# KB-V1 MDR tox – kills drug-selected multidrug resistant KB-V1 cells; KB-V1 MDR cells viability, CellTiter-Glo, 72 h; Potency, µM (titrated, usually from 46.1 µM), inactives show top-dose activity change, negative = cytotoxicity, hits mostly cytotoxic; hit rate 3.4% among 400,000; further: potency means the concentration at half of the fitted maximal effect; on the % scale 0 is the no-effect control and ±100 the full control effect; nearly all actives have a fitted effect of over 60% in size
#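 Cytotoxicity via CellTiter-Glo luminescence after 72 h compound exposure at 37 degrees C. Cells: drug-selected KB-V1 line, DMEM phenol-red free plus 10% FBS. Compounds tested at multiple concentrations; normalized data fitted to concentration-effect curves.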
# aSyn rescue – alpha-synuclein toxicity inhibition in yeast. Yeast expressing alpha-synuclein, growth rescue, BacTiter-Glo, 24 h. Potency, µM (doses to about 46.1 µM), for the others: top-dose growth rescue (activation), most hits filed as activators. hit rate 0.14% among 370,000; further: potency means the concentration at half of the fitted maximal effect; % of control where 0% means no effect; nearly all actives have a fitted effect of over 65% in size
#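 Galactose-induced alpha-syn yeast (OD600=0.02, raffinose-pregrown) + pinned cpd, 24 hr, 30 deg C; growth by BacTiter-Glo luminescence. Growth restoration scores as activation.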
# PTHR1 ag – PTHR1 (human) receptor agonism. Q03431. HEK293 GP2 PTHR1 cells, GloSensor cAMP luminescence, 1 h. Potency, µM (series often up to 115 µM), without a hit: at the highest dose activation, actives largely listed as activators. hit rate 0.075% among 410,000. AID 743266; further: potency means the concentration at half of the fitted maximal effect; nearly all actives have a fitted effect of over 55% in size; some results filed as inactive show a strong effect at the top dose; inactives centre near -15; many of its hits are not listed in these tables
# Target sequence (Q03431 whole entry, looked up): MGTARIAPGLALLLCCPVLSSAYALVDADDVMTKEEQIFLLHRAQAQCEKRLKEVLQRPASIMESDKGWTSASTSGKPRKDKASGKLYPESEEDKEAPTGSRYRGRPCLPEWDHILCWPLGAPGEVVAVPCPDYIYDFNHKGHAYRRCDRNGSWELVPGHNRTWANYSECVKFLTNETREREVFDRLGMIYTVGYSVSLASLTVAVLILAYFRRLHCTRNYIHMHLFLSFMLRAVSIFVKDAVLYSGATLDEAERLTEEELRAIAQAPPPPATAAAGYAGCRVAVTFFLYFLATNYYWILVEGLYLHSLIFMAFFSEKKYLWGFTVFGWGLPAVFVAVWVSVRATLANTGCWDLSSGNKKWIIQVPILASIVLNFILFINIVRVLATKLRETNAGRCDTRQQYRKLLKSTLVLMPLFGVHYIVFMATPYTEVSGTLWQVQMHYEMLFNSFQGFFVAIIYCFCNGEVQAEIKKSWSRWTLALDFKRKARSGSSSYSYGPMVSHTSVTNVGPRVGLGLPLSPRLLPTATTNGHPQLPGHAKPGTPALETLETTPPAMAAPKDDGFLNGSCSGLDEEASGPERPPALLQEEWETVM
#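 HEK-293-derived GP2 cells expressing PTHR1 and a GloSensor cAMP reporter, 3,000/well, plated overnight, given luciferin plus IBMX (each 0.5 mM as added) for 1 h at 37 °C, then compound for 1 h at 37 °C. Luminescence was read after 15 min at room temperature.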
# DRD3 antagonist – blocks the human D3 dopamine receptor; AID 652054; D3R cells, DiscoveRx beta-arrestin luminescence, antagonist mode; hits give low values; hit rate 2.5% among 360,000; max response, negative = inhibition, %; P35462; in the data active means max response below about -50%; inconclusive means no clear call, values can overlap the other calls; further: on the % scale 0 is the no-effect control and ±100 the full control effect; mostly tested at two doses, the higher about 12 µM
#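 Cells expressing the human receptor were seeded at 1500 cells/well, incubated overnight at 37 degrees C in 5% CO2, then exposed to library compounds with dopamine controls for 90 minutes at 37 degrees C before luminescent detection.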
# Active calls of the source: *; i = inactive; ? = inconclusive; · = not tested or not shown; & = joins results of further samples; [ ] = dose if it differs, or a comment. Unless noted, the call rests on the fitted dose curve; in most records, active means well fitted curve in the direction sought with a large enough effect; inconclusive means small, poorly fitted or top-dose-only effect, or another doubt; inactive means no such curve, though single readings can be large; an effect the other way counts as inactive or inconclusive. An excerpt. The share of hits here may be higher or lower than overall.
SMILES,GLP1R ag,D3 ag,HEK293 tox,GLP-1R inv ag,TDP43 rescue,KB-V1 MDR tox,aSyn rescue,PTHR1 ag,DRD3 antagonist
CC12CC(NC(=O)N1c1cccc(C(=O)Nc3ncn[nH]3)c1)c1ccccc1O2 (stereo not drawn),-6%,4,-1%,0%,7%,2%,6%,-18%[57.5 µM],-6
CCOC(=O)c1oc2ccccc2c1NC(=O)COc1cccc(OC)c1,3%,-11,-4%,23%,-18%,-5%,-5%,i,21
CCC(=O)NC(=S)Nc1ccc(NC(=S)NC(=O)c2ccccc2)cc1,-9%,-4,6%,17%,18%,?,3%,i,19
COc1ccc2c(c1)nc(SCC(=O)c1ccc(Br)s1)n2C,20%,2,-19%,7%,13%,?,0%,i,9
O=C(O)c1ccccc1C(=O)Nc1ccc(S(=O)(=O)Nc2ccc(F)cc2)cc1,0%,3,6%,-4%,23%,16%,3%,i,0
COC(=O)C1=C(c2ccccc2)c2ccccc2S(=O)(=O)N1CC(=O)Nc1ccccc1C(F)(F)F,-1%,5,-9%,?,?,5%,·,-22%,·
Cn1c(SCC(=O)NC2CCS(=O)(=O)C2)nnc1-c1ccco1 (stereo not drawn),-7%,-5,1%,2%,-1%,0%,-11%,-17%,-14
Cc1cc(C(=O)N/N=C/C=C/c2ccccc2)n[nH]1,1%,-2,2%,3%,1%,4%,-10%,i,-2
Cc1cc2c(cc1S(=O)(=O)NCc1ccc(F)cc1)OCCN2C,·,-2,12%,-16%,16%,·,·,i,·
Cc1ccc(-n2c(=O)cc(N3CCCCCC3)[nH]c2=O)cc1,0%,-7,-1%,12%,9%,-1%,1%,i,-7
CCc1ccccc1NC(=O)c1sc2nc(C)cc(C)c2c1N,5%,2,1%,28%,18µM*,?,0%,i,4
Cc1ccc(C(=O)N2CCN(c3ccccc3O)CC2)cc1S(=O)(=O)N1CCCCC1,-1%,-26,-2%,?,-24%,-3%,-2%,i,0
COc1ccccc1/C=N/Nc1nc(C)c(C(C)=O)s1,-4%,-5,?,0%,21%,0%,-12%,i,?
Nc1nc2c(ncn2[C@@H]2O[C@H](CNCc3ccccc3)[C@@H](O)[C@H]2O)c(=O)[nH]1,-1%,-5,1%,33%[activator],-15%,-16%,3%,?,2
CCCOc1ccc(C(=O)NCCO)cc1,-7%,2,0%,0%,-12%,13%,-3%,-7%[57.5 µM],92
CCOC(=O)c1ccc(Oc2nc(OC)cc(OC)n2)cc1,2%,1,-9%,-11%,22%,-6%,-9%,-20%,-3
Cc1ccc(S(=O)(=O)N2CCOCC2)cc1NC(=O)COC(=O)Cc1ccc(Cl)cc1,-2%,5,-6%,-6%,19%,-27%,2%,-28%,7
COc1ccc(OC)c(NC(=O)Cc2coc3ccc(C)cc23)c1,12%,-7,3%,?,?,-4%,?,-6%[57.5 µM],3
CCOc1cccc2sc(N(CCN(CC)CC)C(=O)c3cccc([N+](=O)[O-])c3)nc12,-6%,-16,-2%,-16%,12%,11%,8%,i,-3
CC1CCCC(NC(=O)CCCn2c(=O)[nH]c3cc(Cl)ccc3c2=O)C1C (stereo not drawn),-8%,2,-3%,17%,1%,-15%,0%,i,-24
OCCSc1nc(-c2ccccc2)nc2ccc(F)cc12,8%,4,0%,1%,0%,26%,15%,-9%,22
CC1CCN(CC(C)OC(=O)c2ccc3c(c2)OCCO3)CC1 (stereo not drawn),-4%,-14,0%,16%,23%,?,-8%,-13%,-75*
Cc1nn(C)cc1-c1cc(C(=O)O)c2ccccc2n1,-1%,9,11%,2%,19%,6%,-1%,-10%,13
CCc1nnc(NC(=O)CSc2nnc(CNc3ccc(C)cc3)n2C)s1,0%,5,17%,-9%,6%,21%,-1%,?,-5
Cc1cccc(C(=O)Nc2cc3nn(-c4ccc(C(C)C)cc4)nc3cc2C)c1,4%,4,-3%,3%,22%,-4%,6%,i,·
CN(C(=O)c1ccc(NC(=O)Cc2ccc(NC(=O)C3CCN(C(=O)C4CCCC4)CC3)cc2)cc1)C1CCCC1,6%,8,-2%,-6%,1%,21%,-2%,-50%[inhibitor],-17
COc1ccc(CCCc2n[nH]c(=S)o2)cc1C,-2%,8,-5%,40%,12%,15%,-5%,i,-7
CCCc1[nH]n(-c2ccc([N+](=O)[O-])cc2)c(=O)c1C(C)=NCc1ccncc1,2%,4,-17%,-3%,16%,-10%,-23%,-35%[inhibitor],-3
Nc1ncnc(Nc2ccccc2Oc2ccccc2)n1,2%,1,-28%,-40%,0%,?,3%,-13%,-6
Cn1cc(Br)c(C(=O)Nc2sc3c(c2C#N)CCC3)n1,-9%,12,10%,30%,?,5%,-1%,-12%,12
CCOC(=O)c1c(C)[nH]c(C(=O)COc2ccc3ccc(=O)oc3c2)c1C,6%,1,-1%,13%,15%,7%,-11%,-36%[inhibitor],16
CC(C)NC(=O)C1(C)CSCC(=O)N1Cc1ccco1 (stereo not drawn),·,-6,0%,2%,-4%,-3%,3%,-10%,7
O=C(NC1=C(Nc2ccc(Cl)cc2)C(=O)c2ccccc2C1=O)c1ccccc1,-6%,2,?,?,8%,21µM*,8%,i,-30
Cc1ccc(CN(Cc2ccco2)C(=O)c2oc3cc(Br)ccc3c2C)cc1,·,-6,9%,?,15%,-4%,·,i,·
O=S(=O)(Nc1ccc(Cl)cn1)c1ccc2c(c1)OCCO2,-1%,0,10%,-8%,10%,9%,-7%,8%,6
Cc1ccc(NC(=O)C2CCCN2C(=O)Oc2ccccc2)cc1 (stereo not drawn),12%,-5,8%,0%,2%,6%,-5%,5%[57.5 µM],-6
CCCCN(C(=O)c1ccc(Cl)c(S(=O)(=O)N2CCOCC2)c1)c1c(N)n(CCC)c(=O)[nH]c1=O,2%,1,-2%,1%,2%,12%,-1%,i,29
CCCn1c(N2CCN(Cc3ccc(Cl)cc3)CC2)nc2ccccc21,-6%,-2,?,11µM*,0%,?,0%,-36%[inhibitor],-22
C=C[C@H](CC(C)C)N(Cc1ccccc1)S(=O)(=O)N(Cc1ccccc1)[C@@H](C=C)CC(C)C,2%,-15,7%,4%,?,-7%&-7%,0%,-3%,-8
CCCC(CCC(=O)Nc1ccc(C(=O)OCC)cc1)C(=O)O (stereo not drawn),0%,8,-1%,6%,-5%,9%,-5%,-5%[57.5 µM],17
COc1cc(Oc2ccccc2)nc(N)n1,-5%,-6,3%,10%,-2%,17%,-18%,20%,0
Cc1ccc(NC(=O)N2CCN(Cc3nc4ccc(C)cc4o3)CC2)c(Cl)c1,·,15,-11%,?,?,-3%,·,i,·
O=C(c1ccc2c(c1)N(Cc1ccc(F)cc1)C(=O)c1ccccc1S2(=O)=O)N1CCCCC1,·,-6,-1%,3%,-4%,·,·,-10%,·
Cc1ccccc1C(=O)Nc1ccc(-c2nnc(SC(C)C(=O)O)n2C)cc1 (stereo not drawn),4%,6,5%,-1%,6%,?,0%,-15%,12
CC1CCN(C(c2ccc(N(C)C)cc2)c2nnnn2Cc2ccccc2)CC1 (stereo not drawn),0%,-11,14%,2%,-4%,-14%,5%,i,0

# Molecules from the list above that have a nitro group on carbon (two):
SMILES,GLP1R ag,D3 ag,HEK293 tox,GLP-1R inv ag,TDP43 rescue,KB-V1 MDR tox,aSyn rescue,PTHR1 ag,DRD3 antagonist
CCOc1cccc2sc(N(CCN(CC)CC)C(=O)c3cccc([N+](=O)[O-])c3)nc12,-6%,-16,-2%,-16%,12%,11%,8%,i,-3
CCCc1[nH]n(-c2ccc([N+](=O)[O-])cc2)c(=O)c1C(C)=NCc1ccncc1,2%,4,-17%,-3%,16%,-10%,-23%,-35%[inhibitor],-3

# The list continues:
SMILES,GLP1R ag,D3 ag,HEK293 tox,GLP-1R inv ag,TDP43 rescue,KB-V1 MDR tox,aSyn rescue,PTHR1 ag,DRD3 antagonist
Cc1cccc(Nc2cc(C)nc3nc(-c4ccccc4)nn23)c1,·,1,7%,14%,21%,-6%,·,?,·
CCOc1ccc(Nc2ncnc(N)n2)cc1,-1%,1,11%,5%,12%,4%,-5%,-8%[57.5 µM],6
CC(C)(C)NC(NC(=O)Cc1ccccc1)C(Cl)(Cl)Cl (stereo not drawn),-13%,5,1%,-18%,14%,-1%,-5%,i,3
C[C@H]1C=C(C(=O)O)O[C@@H](OCc2ccc(CO)cc2)C1,0%,14,4%,14%,27%,11%,2%,18%,4
CCOC(=O)c1c(-c2cccc([N+](=O)[O-])c2)csc1NC(=O)C1CC1,18%,-6,19%,?,20%,-27%,5%,-12%[57.5 µM],30
O=C(Nc1cccc(-c2cn3ccccc3n2)c1)c1cccs1,2%,-8,-2%,16%,13%,?,-2%,i,-22
CN(C)C(=O)CCc1ccc2c3c([nH]c2c1)[C@]1(CCC2CCCC2)[C@@H](C(=O)N2CCOCC2)C[C@H](CC(=O)NCCN2CCOCC2)C(=O)N1CC3,-1%,-8,27%,3%,-2%,6%,-1%,-23%,-23
O=C(NC1=NCCS1)C1CC(=O)N(c2ccc(Cl)cc2)C1 (stereo not drawn),-3%,-3,-6%,24%,16%,7%,2%,i,-1
COc1ccc(-c2noc(CCCOc3ccccc3)n2)cc1OC,2%,4,7%,?,20%,-12%,-1%,i,3
CCN1CCN(C(=O)C(C)N(c2ccc(C)cc2)S(C)(=O)=O)CC1 (stereo not drawn),-6%,-5,2%,2%,-16%,10%,0%,-14%,?
COc1cc(Cl)c(C)cc1NC(=O)CCc1nc2cccnc2n1-c1ccccc1,·,-3,-13%,12%,25%,-14%,·,-24%,·
Cc1ccc(N2CC(C(=O)NCCCn3ccnc3)CC2=O)cc1 (stereo not drawn),0%,-5,9%,4%,14%,-9%,-1%,-6%[57.5 µM],?
CCN(CC)C(=O)c1ccc(-c2ccccc2)cc1,10%,-1,26%,-10%,26%,-12%,10%,i,-22
